GSH bead fluor = GSH bead compound fluorescence profile; GSH beads flow cytometry, compound fluorescence 488/530 nm; stronger effect = higher value; fluorescence (KMESF) at 10 µM; actives 0.25% (n = 190,000); in the data active = fluorescence above about 89;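 note: glutathione beads carrying GST-tagged Bcl family fusion proteins plus one bare bead set; values are compound well signal with DMSO vehicle wells as background; inactives centre near 16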
Rac1 wt modul = modulators of human Rac1 wildtype GTP binding; GST-Rac1 beads, fluorescent GTP binding, flow cytometry; actives lie on both sides; 0 = cold GTP competed, 100 = untreated; GTP binding activity (% of control), % at 10 µM; actives 0.27% (n = 190,000); AID 757;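 active = GTP binding activity at least 20 points away from the 100% control level, either lower or higher; inconclusive = compound flagged as likely green fluorescent, judged across all proteins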
Pf gametocyte = inhibitors of late stage P. falciparum gametocyte viability; P. falciparum stage V gametocytes, ATP luminescence, 24 h; inhibition, % at 10.9 µM; actives 0.065% (n = 150,000); AID 743093;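 active = inhibition above the mean plus 3 SD of compounds within the control limits, set per campaign, cut at about 38% in these data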;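 note: 0% = DMSO wells and 100% = medium only without gametocytes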
Rab7 wt modul = dog Rab7 wildtype GTP binding, inhibitors and activators; GST-Rab7 beads, fluorescent GTP binding, flow cytometry; actives lie on both sides; untreated = 100%, excess cold GTP = 0%; GTP binding activity (percent of control), % at 10 µM; actives 0.055% (n = 190,000); AID 758;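 active = fluorescent GTP binding to Rab7 beads changed by at least 20 points from the 100% baseline, either direction, mostly lower; inconclusive = compound itself probably fluorescent, or too few beads counted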;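 note: median green fluorescence of bound Bodipy-FL-GTP per Rab7 bead population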
ABCB1 inh = human ABCB1 inhibition, ABCG2 as counter-screen; actives 0.067% (n = 190,000); AID 1326; inhibition, % at 6.6 µM; CCRF-Adr cells, JC-1 efflux, flow cytometry; in the data active = inhibition above about 40%;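 note: 0% = vehicle and 100% = reference inhibitor; higher value means more JC-1 retained so stronger ABCB1 efflux block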
Target sequence (P08183 whole entry, looked up): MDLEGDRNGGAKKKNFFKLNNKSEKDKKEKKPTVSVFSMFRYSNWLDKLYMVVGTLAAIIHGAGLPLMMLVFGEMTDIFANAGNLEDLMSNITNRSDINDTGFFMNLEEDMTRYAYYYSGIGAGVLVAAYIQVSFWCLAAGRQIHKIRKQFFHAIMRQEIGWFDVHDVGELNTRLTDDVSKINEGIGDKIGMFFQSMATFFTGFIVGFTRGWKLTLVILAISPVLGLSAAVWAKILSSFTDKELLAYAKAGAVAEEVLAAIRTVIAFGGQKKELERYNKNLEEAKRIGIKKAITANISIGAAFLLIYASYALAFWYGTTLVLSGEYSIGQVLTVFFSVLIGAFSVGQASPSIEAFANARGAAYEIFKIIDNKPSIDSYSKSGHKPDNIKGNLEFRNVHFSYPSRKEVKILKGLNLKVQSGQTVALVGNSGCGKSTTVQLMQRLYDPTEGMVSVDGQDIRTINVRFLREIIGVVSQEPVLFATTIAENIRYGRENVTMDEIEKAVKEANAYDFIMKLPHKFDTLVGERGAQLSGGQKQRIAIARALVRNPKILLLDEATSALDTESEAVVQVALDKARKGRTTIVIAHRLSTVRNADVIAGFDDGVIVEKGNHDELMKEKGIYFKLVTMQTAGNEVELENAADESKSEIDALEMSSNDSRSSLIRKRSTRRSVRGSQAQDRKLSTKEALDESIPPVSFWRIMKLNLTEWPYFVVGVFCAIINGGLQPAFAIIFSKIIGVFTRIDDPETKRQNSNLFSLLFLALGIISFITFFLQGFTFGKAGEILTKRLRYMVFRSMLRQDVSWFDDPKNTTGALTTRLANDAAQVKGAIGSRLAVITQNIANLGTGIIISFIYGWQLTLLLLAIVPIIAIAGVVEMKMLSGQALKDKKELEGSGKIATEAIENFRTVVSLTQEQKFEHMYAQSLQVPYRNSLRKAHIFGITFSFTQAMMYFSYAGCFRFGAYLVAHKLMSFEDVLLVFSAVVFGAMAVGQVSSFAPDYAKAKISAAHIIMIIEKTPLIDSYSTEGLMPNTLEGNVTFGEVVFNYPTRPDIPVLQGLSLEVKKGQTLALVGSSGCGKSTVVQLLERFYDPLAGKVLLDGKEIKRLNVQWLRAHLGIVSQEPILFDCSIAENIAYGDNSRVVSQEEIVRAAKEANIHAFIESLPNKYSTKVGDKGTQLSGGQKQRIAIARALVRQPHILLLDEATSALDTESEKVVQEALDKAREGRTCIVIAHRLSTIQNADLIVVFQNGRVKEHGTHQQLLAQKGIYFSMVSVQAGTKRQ
HRas wt GTP = modulators of GTP binding to human HRas wildtype | actives 0.14% (n = 190,000) | AID 759 | GST-Ras wt beads, Bodipy-FL-GTP binding, flow cytometry; actives lie on both sides | GTP binding activity, % at 10 µM | P01112;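 active = GTP binding activity at least 20% away from the 100% baseline, either lowered as inhibitor or raised as activator; inconclusive = flagged as likely green fluorescent, judged across all proteins in the well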;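 note: 0% = unlabeled GTP competition control and 100% = no-compound control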
ABCG2 inh = inhibitors of human ABCG2 transporter, ABCB1 counter-screen | IgMXP3 cells, JC-1 efflux, flow cytometry | actives 0.1% (n = 190,000) | Q9UNQ0 | AID 1325 | inhibition, % at 6.6 µM;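 active = inhibition above 80%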;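 note: 0% = DMSO and 100% = nicardipine control wells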
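Incubation: cells with compound and JC-1, 10 min at 25 °C, rotating, no wash / Test system: IgMXP3 (ABCG2) plus far-red-tagged CCRF-Adr (ABCB1) cells / Compound dosing: one concentration, 6.6 µM final / Also added: JC-1 fluorescent substrate / Evaluation: efflux inhibition in percent versus controls / Detection: flow cytometry, 530 nm JC-1 signal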
Rab2 wt GTP = changes GTP binding to wildtype dog Rab2A, up or down | AID 760 | actives 0.19% (n = 190,000) | GTP binding activity, % at 10 µM | GST-Rab2 wt beads, Bodipy-GTP binding, flow cytometry;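 active = GTP binding activity at least 20 points away from 100%, either lowered or raised; inconclusive = signal likely due to the compound's own green fluorescence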;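 note: 0% = beads with excess unlabeled GTP and 100% = no-compound control corrected for plate trend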
Cdc42 wt = changes GTP binding to wildtype human Cdc42; P60953; GST-Cdc42 beads, Bodipy-GTP binding, flow cytometry; actives lie on both sides; percent activity (GTP binding), % at 10 µM; actives 0.2% (n = 190,000); AID 761;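 active = percent activity GTP binding at least 20 points away from the 100% baseline, either down as inhibitor or up as activator; inconclusive = compound flagged as likely green fluorescent from well-wide comparison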;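 note: median bead fluorescence of bound Bodipy-FL-GTP at 100 nM; 0% = excess unlabeled GTP control and 100% = no compound control; below 100% means less GTP binding so inhibitor and above means activator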
Rac1 mut GTP = human Rac1 activated mutant GTP binding change; actives 0.11% (n = 190,000); percent activity (GTP binding), % at 10 µM; GST-Rac1 activated beads, fluorescent GTP binding, flow cytometry; actives lie on both sides; 100% means binding = to untreated wells; AID 764; P63000;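 active = GTP binding at least 20 percentage points away from the 100% baseline, in either direction, so actives lie on both sides; inconclusive = Compound likely fluorescent itself, or too few beads counted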
Avidin fluor = avidin bead compound fluorescence profile; fluorescence (KMESF) at 10 µM; AID 1775; actives 0.38% (n = 220,000); Avidin beads, compound fluorescence 488/530 nm, flow cytometry; stronger effect = higher value; in the data active = fluorescence above about 47; note: inactives centre near 10
Numbers without * were called inactive; u = inconclusive; x = no result given.

nr	Structure	GSH bead fluor	Rac1 wt modul	Pf gametocyte	Rab7 wt modul	ABCB1 inh	HRas wt GTP	ABCG2 inh	Rab2 wt GTP	Cdc42 wt	Rac1 mut GTP	Avidin fluor
1	COc1ccc(CN2C(=O)N(c3ccc(OC)cc3)C(=O)C2CC(=O)Nc2ccccc2)cc1 (stereo not given)	15	96	x	98	1.7	96	1	96	90	97	8
2	CC(=O)c1c(C)n([O-])c2cc(C)ccc2[n+]1=O	18	106	x	103	0.1	106	0	102	107	102	6
3	CCOCCn1c(CN2CCC(C)CC2)nc2c1c(=O)n(C)c(=O)n2C	17	102	x	96	0.2	99	-1	100	100	98	x
4	CCCn1c(=O)c2ccccc2n2c(SCc3cc(=O)oc4ccc5ccccc5c34)nnc12	9	109	x	100	-0.8	105	-5	106	106	102	12
5	O=C(/C=C/Sc1ccccc1)c1ccc(Cl)cc1	6	100	x	95	0.0	99	0	96	98	97	6
6	Cc1[nH]c(=O)c(C(=O)c2cc(Cl)ccc2O)cc1C(=O)O	14	95	5	101	0.9	99	2	98	99	96	9
7	O=C(c1ccco1)N1CCN(C2=NS(=O)(=O)c3ccccc32)CC1	41	101	x	100	0.3	101	2	100	103	101	5
8	CSC1=C(C#N)C(c2ccc(C)s2)CC(=O)N1 (stereo not given)	30	u	16	u	0.5	u	1	u	u	u	10
9	COc1ccc(-c2ccc(-c3nc4c(c(=O)[nH]c(=O)n4Cc4ccccc4)n3C)o2)c([N+](=O)[O-])c1	1	99	-1	95	2.4	96	17	96	99	97	7
10	COc1ccc(-n2c(C)cc(/C=C3/SC(=S)N(C)C3=O)c2C)cc1	24	u	16	u	3.1	u	12	u	u	u	-3
11	C#CCOC(=O)CCC(=O)Nc1cc(OC)nc(OC)n1	76	104	x	95	0.7	99	3	98	98	102	14
12	Cc1ccc(-n2ncc3c(=O)n(-c4ccc(C)c(C)c4)c(-c4ccco4)nc32)cc1	5	102	x	96	0.7	100	4	98	100	99	8
13	CC(=O)c1ccc(OCCOc2ccc(Cl)c3cccnc23)cc1	19	96	x	93	0.6	94	9	94	96	92	8
14	CCCNC(=O)[C@H](C)NC(=O)c1ccc(Br)cc1	10	101	25	106	0.5	100	3	101	101	98	11
15	COc1cc(C(=O)OCC(C)=O)ccc1OCc1c(C)noc1C	9	97	-9	100	0.7	98	8	97	95	95	20
16	O=C(CN1CCN(CC(=O)Nc2ccccc2Cl)CC1)Nc1ccc2c(c1)OCCO2	4	100	12	93	0.8	97	2	95	101	99	7
17	Cc1cccc(NC(=O)C2CCN(S(=O)(=O)c3cccc4nsnc34)CC2)n1	29	99	x	95	1.2	99	10	100	99	99	12
18	Cc1ccc(CN2CC(C(=O)Nc3nnc(SCc4c(Cl)cccc4Cl)s3)CC2=O)cc1 (stereo not given)	13	100	3	101	1.0	100	6	100	103	98	10
19	COc1ccc(C2N3CC4(C)CN2CC(C)(C3)C4O)cc1OC (stereo not given)	17	98	x	93	-0.1	99	-1	99	99	93	21
20	CC(C)C(=O)Nc1ccc(C(=O)NNC(=S)NC(=O)c2cccs2)cc1	12	103	1	103	-0.5	102	-1	100	100	101	11
21	COC(=O)c1cn(NC(=O)C2CCC(C)CC2)c(=O)c2ccccc12 (stereo not given)	21	106	6	111	0.1	109	0	109	110	102	18
22	O=S(=O)(c1ccccc1)N1c2cc(Cl)ccc2Oc2nc3ccccc3nc21	19	102	11	92	0.2	98	1	96	98	94	27
23	O=C(NNC(=O)c1cccs1)c1ccc(Br)o1	7	102	23	105	0.8	99	3	98	97	97	3
24	O=C(COc1ccc(Cl)cc1Cl)Nc1nc2n(n1)C(c1ccccc1)CC(=O)N2 (stereo not given)	5	100	x	95	0.4	97	2	96	99	95	3
25	Cc1cc(C)c(NC(=O)CN2C(=O)NC3(CCCCC3)C2=O)c(C)c1	5	100	x	95	-0.1	98	0	98	99	97	7
26	CC(=O)Cc1nsc(NC(=O)c2ccc(-c3cc(Cl)ccc3Cl)o2)n1	18	101	15	103	0.1	101	0	95	93	95	10
27	Brc1ccc2ncnc(NCc3ccccc3)c2c1	12	103	-15	99	-0.1	99	0	102	105	100	8
28	Cc1ccc(-n2c(C)cc(-c3csc(N)n3)c2C)cc1	6	104	-5	99	0.6	102	2	100	98	100	15
29	Cc1ncc([N+](=O)[O-])n1Cc1ccccc1	12	103	15	99	0.1	99	1	100	101	102	5
30	CCOC(=O)C(Sc1nnc2c3ccccc3n(CC)c2n1)C(=O)OCC	6	94	10	96	0.6	98	1	94	97	94	8
31	COc1ccccc1-c1cc(C(=O)NCc2ccco2)no1	15	97	-5	99	0.6	98	6	98	98	98	25
32	CCCc1nnc(NC(=O)CCC(=O)O)s1	19	109	x	106	-2.1	103	-1	104	109	101	7
33	COC(=O)Cc1cc(=O)n2[nH]c(C)nc2n1	43	108	2	107	-0.1	106	0	108	106	99	5
34	CCOC(=O)N1CCN(Cc2nc(N)nc(Nc3ccc(OC)cc3)n2)CC1	11	108	x	104	0.0	104	0	104	106	99	9
35	CC1(C)CC(=O)C(C=NCCCN2CCCC2=O)=C(O)C1	30	106	x	101	1.4	101	7	101	103	100	10
36	O=C(CNC(=S)N(CCCN1CCOCC1)Cc1cccs1)N1CCOCC1	14	104	x	99	0.2	102	2	101	107	101	9
37	COc1cccc(NC(=O)CSc2nc3ccccc3c(=O)n2CCCC(=O)NCCCN2CCOCC2)c1	21	98	-20	108	-0.3	99	4	101	96	96	6
38	COc1ccc(NC(=O)CCC2COc3ccccc3O2)c(OC)c1 (stereo not given)	45	104	-25	103	0.1	99	0	99	99	99	7
39	Cc1ccc(NC(=S)N(CCN(C)C)C(C)c2cccnc2)cc1 (stereo not given)	19	100	-1	97	-0.7	97	1	97	96	96	9
40	CC(CO)(CO)NCc1ccc(-c2ccccc2)cc1	10	102	14	97	0.0	98	1	97	102	99	7
41	CS(=O)(=O)N(CCc1ccccc1)CC(=O)Nc1ccccc1	10	105	-10	102	0.5	103	7	104	101	102	6
42	CCOC(=O)C1CCN(S(=O)(=O)c2cccc(-c3cn4cccnc4n3)c2)CC1	12	101	x	101	0.8	101	3	100	102	97	13
43	CC(C)COCC1CC2(CC(C)(c3csc(N)n3)OC2=O)C(=O)O1 (stereo not given)	20	103	x	102	0.5	102	2	102	105	100	8
44	CS(=O)(=O)N(Cc1ccc(C(=O)NCc2ccco2)cc1)c1ccccc1	29	99	x	99	-0.1	97	2	101	98	98	8
45	COc1cc(/C=N/NC(=O)CSc2n[nH]c(=O)[nH]c2=O)cc(OC)c1O	12	u	21	u	0.0	u	2	u	u	u	6
46	CC(C)NC(=O)COc1ccc(OCc2ccccc2)cc1	15	97	2	107	0.0	101	0	99	94	96	25
47	Cc1ccc(S(=O)(=O)c2nc(NCCCn3ccnc3)sc2Cl)cc1	17	103	x	102	0.5	102	2	100	102	98	20
48	O=C(CNc1ccc2c(c1)OCO2)N/N=C\c1cn(Cc2ccccc2)c2ccccc12	8	89	7	90	-0.1	90	6	83	87	86	6
49	O=C(NCCCCc1ccccc1)C12CN(Cc3ccccc3)CC1C(c1ccc([N+](=O)[O-])cc1)=NO2 (stereo not given)	22	101	20	99	2.3	101	2	102	99	101	9
50	O=Cc1cccc(OC(=O)c2ccc(Cl)cc2Cl)c1	65	100	x	99	0.1	98	1	97	99	97	7
51	Cc1cc(-c2ccccc2)n2nc(C)c(-c3ccccc3)c2n1	23	99	-8	100	0.4	100	5	98	99	97	4
52	CC(c1ccncn1)N(C)Cc1nc(Cc2ccccc2F)no1 (stereo not given)	13	93	10	94	-0.2	93	1	99	94	94	1
53	O=c1c2ccccc2nnn1COc1cccc(Cl)c1	11	99	11	105	2.2	100	11	100	98	97	11
54	COc1ccc(C2(C(=O)N3CCOCC3)CCCC2)cc1	15	97	x	97	0.2	99	0	100	101	100	12
55	COc1cc(OC)c(NC(=O)CCc2nc(-c3ccc(C)cc3)no2)cc1Cl	23	106	0	95	-0.3	97	22	98	101	98	33
56	COC(=O)c1c(NC(NC(=O)C(C)C)C(Cl)(Cl)Cl)sc2c1CCC2 (stereo not given)	6	101	-16	100	0.8	100	2	100	98	99	11

Part of the list above, as labelled records:
(39) Cc1ccc(NC(=S)N(CCN(C)C)C(C)c2cccnc2)cc1 (stereo not given)
  GSH bead fluor: 19; Rac1 wt modul: 100; Pf gametocyte: -1; Rab7 wt modul: 97; ABCB1 inh: -0.7; HRas wt GTP: 97; ABCG2 inh: 1; Rab2 wt GTP: 97; Cdc42 wt: 96; Rac1 mut GTP: 96; Avidin fluor: 9

(40) CC(CO)(CO)NCc1ccc(-c2ccccc2)cc1
  GSH bead fluor: 10; Rac1 wt modul: 102; Pf gametocyte: 14; Rab7 wt modul: 97; ABCB1 inh: 0.0; HRas wt GTP: 98; ABCG2 inh: 1; Rab2 wt GTP: 97; Cdc42 wt: 102; Rac1 mut GTP: 99; Avidin fluor: 7

Among those listed so far, these have an NH in an aromatic ring:
nr	Structure	GSH bead fluor	Rac1 wt modul	Pf gametocyte	Rab7 wt modul	ABCB1 inh	HRas wt GTP	ABCG2 inh	Rab2 wt GTP	Cdc42 wt	Rac1 mut GTP	Avidin fluor
6	Cc1[nH]c(=O)c(C(=O)c2cc(Cl)ccc2O)cc1C(=O)O	14	95	5	101	0.9	99	2	98	99	96	9
9	COc1ccc(-c2ccc(-c3nc4c(c(=O)[nH]c(=O)n4Cc4ccccc4)n3C)o2)c([N+](=O)[O-])c1	1	99	-1	95	2.4	96	17	96	99	97	7
33	COC(=O)Cc1cc(=O)n2[nH]c(C)nc2n1	43	108	2	107	-0.1	106	0	108	106	99	5
45	COc1cc(/C=N/NC(=O)CSc2n[nH]c(=O)[nH]c2=O)cc(OC)c1O	12	u	21	u	0.0	u	2	u	u	u	6

Compound activity: PubChem, several laboratories
